# Hep lipid drop – modulators of hepatic lipid droplet formation; AML12 mouse hepatocytes, oleate lipid droplets, BODIPY imaging; inhibition, % at 6.5 µM; hit rate 0.4% among 240,000; AID 1656;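 active = lipid droplet intensity inhibited by at least 50%, with more than 500 cells counted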
#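 System: AML12 hepatocytes (mouse). Probe or stimulus: oleic acid at 100 µM to induce lipid droplet formation. Times: overnight treatment with compound plus oleate. Detection: Image-based BODIPY and DAPI two-channel analysis. Evaluation: percent inhibition of filter-corrected integrated lipid droplet intensity per well.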
# Salmonella PhoP GFP – PhoP-dependent GFP reporter repression – Salmonella Typhimurium, primary screen (AID 1863) | S. Typhimurium PhoP-regulated promoter GFP reporter, 4 h; higher % means a stronger effect | inhibition, % at 50 µM, or IC50 in µM where a hit was titrated | hit rate 0.16% among 300,000;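 active = inhibition over 29.93%, a cutoff 3 SD above the screen mean, later confirmed by dose response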;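 note: 0% = low Mg2+ inducing control and 100% = high Mg2+ repressing control; strong numbers were not always called active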
# T cell modulator – modulates CD8 T cell binding to vesicles; calls only at 7 µM; 2C CD8+ T cell-vesicle binding, flow cytometry; hits give low values; hit rate 0.068% among 330,000;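 active = response, share of CD8 T cells binding vesicles, and their 90th percentile fluorescence all below set limits, cut at about 80% in these data, passing the limit was not always enough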
#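 Also added: QL9-peptide-loaded Drosophila micro-vesicles bearing Ld, ICAM-1 and B7-1; Test system: purified 2C TCR transgenic mouse naive CD8+ T cells; Measured by: cytometric PE anti-B7-1 and Alexa647 anti-CD8 signals after 1% paraformaldehyde fixation; Timing: binding step 1.5 h, 37 °C, antibody labelling 20 min, ice.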
# Dynein transport – dynein cargo transport inhibition. AID 1381. hit rate 0.47% among 220,000. z-score, hits read low. 3617.4 mouse cells, GR-EGFP nuclear translocation imaging; test concentration mostly 20 µM; stimulated with dexamethasone, 1 µM; hits give low values;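 active = plate z-score of nuclear minus cytoplasmic receptor signal below a set negative limit, without overly bright fluorescence or cell loss, cut at about -3.5 in these data, passing the limit was not always enough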;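 note: z-score of nuclear minus cytoplasmic ring GR-EGFP intensity difference per well; some compounds called inactive have numbers as strong as hits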
#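 Buffer or medium: tet-free medium with charcoal-stripped serum / Also added: dexamethasone agonist, 1.0 µM final, for 30 min / Timing: induction 48 h, compound 1 h, agonist 30 min / Measured by: high-content fluorescence imaging after fixation / Read-out: nuclear-to-cytoplasmic GR-EGFP distribution per well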
# Ins promoter up – MIN6 insulin promoter up-regulation; MIN6 insulin promoter-GFP reporter, high-content imaging; hits give high values; z-score at 5 µM; hit rate 0.3% among 190,000;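 active = z-score above 3 at 5 µM with at least 500 cells counted in the well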
# ER stress rescue – protection against thapsigargin-triggered cell killing – 384-well, CSM14.1, ATP luminescence, primary screen (AID 1222). 190,000 tested, under 10 active. CSM14.1 thapsigargin-induced death rescue, ATP luminescence; higher % means a stronger effect. one-dose cellular ATP content (survival), % at 20 µM; EC50 in µM for titrated hits;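 active = EC50 below 50 µM in the dose-response confirmation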;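 note: death triggered by thapsigargin at about 15 µM added after 2 h compound pretreatment; cell ATP read after overnight thapsigargin exposure of roughly 18 to 22 hours; normalized against plate controls of thapsigargin alone and 5% DMSO vehicle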
# b-catenin transl – modulators of beta-catenin nuclear translocation; HeLa beta-catenin nuclear translocation, immunofluorescence imaging; nuclear translocation activity, % at 5 µM; hit rate 0.3% among 190,000; AID 1665;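 active = nuclear translocation activity above 50% at 5 µM, with a well cell count of 50 or more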;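 note: per-cell ratio of nuclear to cytoplasmic median beta-catenin stain intensity; plate controls were DMSO negative control for no effect and GSK-3 inhibitor IX positive control for full effect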
#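 Assay system: human HeLa cells, native beta-catenin; doses: 5 µM primary, 0.02–20 µM confirmation; incubation: compound treatment 24 h, 37°C, 5% CO2; technique: fluorescence imaging of beta-catenin antibody stain plus DAPI; measure: % activation, nuclear-to-cytoplasmic median beta-catenin signal ratio per cell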
# Autophagy mod – autophagy modulation, high-content screen. MEF GFP-LC3 puncta imaging; test concentration mostly 10 µM. hit rate 0.98% among 190,000. calls only at 10 µM (by protocol). AID 463193;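 active = percentage of spot-positive cells more than 3 SD above its plate mean, without a fluorescence outlier flag or 80% toxicity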;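 note: spot-positive cell cutoff set from DMSO-treated cells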
# MT stabilize HCS – microtubule stabilizers in HeLa cells | HeLa tubulin immunostaining HCS, 24 h; share of cells brighter than vehicle mean+2SD | % tubulin-high responders, % at 10 µM | hit rate 0.83% among 200,000 | AID 2205;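 active = plate Z-score above 3 for both tubulin-high and condensed-nucleus cell shares, with cell loss under 80%, at 10 µM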;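 note: anti alpha tubulin signal scored within the nucleus-defined area of each cell; some results filed as inactive read as strong as hits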
# Dynein transport cytoplasmic EGFP – further read-out of Dynein transport, marked with its call; z-score; measured here: cytoplasmic GR-EGFP intensity; hits give high values
# Dynein transport nuclear GR-EGFP – second read-out of Dynein transport, no call of its own (marks repeat the call); z-score; measured here: nuclear GR-EGFP intensity;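 lower value marks the stronger effect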
# Dynein transport cell count – second read-out of Dynein transport, no call of its own (marks repeat the call); z-score; measured here: cell count per field
# Ins promoter up cell count – recorded beside Ins promoter up, whose call it bears; cell count; measured here: cytotoxicity, nuclei count;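 total cells summed across four imaged fields per well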
# Hep lipid drop cells 6.5 µM – recorded beside Hep lipid drop, whose call it bears; cell count; measured here: cell count, cytotoxicity flag;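 cells counted across two imaged fields per well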
# b-catenin transl cell count 5 µM – recorded beside b-catenin transl, whose call it bears; cell count; measured here: cell count, cytotoxicity flag
# T cell modulator vesicle-bound % – also measured in T cell modulator; calls as there; double positive events, %; measured here: CD8+ vesicle-bound cell fraction;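 binding gate set so that unloaded-vesicle control wells show 10% double positive cells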
# MT stabilize HCS Hoechst-high % – further read-out of MT stabilize HCS, marked with its call; % Hoechst-high responders; measured here: nuclear condensation Hoechst responders;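 share of cells brighter than vehicle mean plus two SD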
# MT stabilize HCS cytotoxicity % – further read-out of MT stabilize HCS, marked with its call; toxicity, %; measured here: cytotoxicity by cell density;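 0% = mean cell density of plate MIN control wells and 100% = no cells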
# Autophagy mod cell loss 18 h – also measured in Autophagy mod; calls as there; toxicity, %; measured here: cell loss, nuclei count;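 cell loss after 18 h compound exposure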
# The depositor's hits bear a star; i = inactive; . = no result given. Outcome played no part in choosing rows (roughly 3% active in at least one column).
SMILES,Hep lipid drop,Hep lipid drop cells 6.5 µM,Salmonella PhoP GFP,T cell modulator,T cell modulator vesicle-bound %,Dynein transport,Dynein transport cytoplasmic EGFP,Dynein transport nuclear GR-EGFP,Dynein transport cell count,Ins promoter up,Ins promoter up cell count,ER stress rescue,b-catenin transl,b-catenin transl cell count 5 µM,Autophagy mod,Autophagy mod cell loss 18 h,MT stabilize HCS,MT stabilize HCS Hoechst-high %,MT stabilize HCS cytotoxicity %
Cc1ccc2c(c1)N(CC(=O)NCC1CCCO1)C(=O)C(C)O2 (stereo unspecified),.,.,12.0%,i,12.9,-1.04,0.0273,-0.225,0.233,0.07,1457,0.0%,-1.5,1345,i,9.1,2.5,1.9,4.7
Cc1ccc(N/C=C2/Sc3ccccc3NC2=O)cc1,10.5,643,-8.3%,i,54.5,0.0142,1.69,0.498,-0.424,-0.62,1484,-0.3%,-2.3,1058,i,-17.3,3.9,1.7,1.8
Cc1ccc(C(=O)N2CCOCC2)c(F)c1F,-31.9,678,-9.6%,i,24.5,-0.398,-0.324,-0.137,0.679,0.78,1569,-2.1%,0.0,886,i,-22.9,2.1,2.5,5.2
CCCC(C)C(=O)Nc1cccc(NC(C)=O)c1 (stereo unspecified),-1.5,704,2.8%,i,40.1,-0.667,-0.356,-0.183,0.751,1.53,812,1.8%,-0.9,1133,i,-14.8,5.9,3.6,6.7
O=C(O)C1CC(=O)n2c(nc3ccccc32)S1 (stereo unspecified),-1.4,764,2.4%,i,21.0,-0.12,-0.234,-0.118,0.991,1.18,1268,2.6%,2.4,878,i,-5.2,2.5,1.8,4.2
N#CCCSCc1ccc(OCC(=O)O)cc1,-4.5,679,-8.7%,i,19.2,0.17,-0.25,0.143,0.397,0.44,1081,-3.3%,.,.,i,-15.0,2.7,1.3,5.6
CCCCN(C(=O)Cn1ncc(Cl)c(Cl)c1=O)c1c(N)n(CC(C)C)c(=O)[nH]c1=O,2.8,692,-8.3%,i,21.6,-1.29,-0.129,-0.422,-0.0864,-0.35,1380,.,-4.6,1236,.,.,.,.,.
Cc1ccccc1C1NC(=S)NC2=C1C(=O)CCC2 (stereo unspecified),17.5,694,-6.8%,i,39.6,-0.588,-0.199,0.0604,0.512,0.67,1572,0.5%,-3.9,1048,i,19.8,3.1,2.0,4.1
CSc1cccc(NC(=S)N2CCC(N(C)C3CCCCC3C)CC2)c1 (stereo unspecified),-10.6,678,0.0%,i,51.7,-0.237,-0.319,-0.0716,1.07,0.08,1221,-0.4%,0.8,1103,i,11.2,2.3,2.3,6.3
CC(C)Oc1cccc(C(=O)C2CCCN(Cc3cccn3-c3ccccn3)C2)c1 (stereo unspecified),-10.4,668,-4.3%,i,22.7,-1.22,-0.261,-0.727,0.367,-3.37,1137,-2.8%,0.5,1442,i,46.8,5.5,1.6,4.1
CC1CCCCN1C(=O)CSc1nnc(-c2ccco2)n1CC1CCCO1 (stereo unspecified),.,.,-5.3%,i,44.1,-0.0505,-0.242,0.109,0.211,0.46,1319,2.1%,-8.1,982,i,13.7,3.3,2.0,10.1
N#CCCN1CCN(S(=O)(=O)c2ccc(S(=O)(=O)N3CCCC3)cc2)CC1,24.4,679,0.6%,i,39.9,1.8,-0.121,1.1,-0.723,0.09,2093,-1.4%,-2.6,1034,i,5.1,2.5,2.2,12.9
O=C(COC(=O)/C=C/c1ccc(Cl)cc1)NCCN1C(=O)CSC1=O,-0.6,688,12.8%,i,23.5,-0.379,-0.232,-0.587,0.873,-0.31,1226,1.7%,0.5,1016,i,14.3,1.5,2.2,1.5
COc1cc(C2OCC3C(c4ccc(OC5OC(CO)C(O)C(O)C5O)c(OC)c4)OCC23)ccc1O (stereo unspecified),8.6,723,-5.8%,i,61.1,-0.156,-0.254,0.0503,0.31,0.52,1466,-1.0%,-1.3,1122,i,-75.5,4.0,1.6,12.5
O=C(COC(=O)Cc1ccc(Cl)cc1)Nc1ccc(OC(F)F)cc1,8.8,634,-8.2%,i,48.0,-0.566,-0.255,-0.444,0.28,.,.,-0.6%,0.6,1065,i,-9.4,3.7,2.7,9.4
COc1cccc(C2(O)CCN(C(=O)C(C)C)CC2)c1,7.8,655,-3.4%,i,43.6,3.47,-0.459,2.08,-2.26,0.48,1048,.,-0.1,1298,.,.,.,.,.
COCC(=O)NNC(=O)Cc1ccc(Cl)cc1,1.2,698,-4.5%,i,59.4,-0.635,-0.385,0.00819,1.13,-0.23,1523,-1.4%,1.1,917,i,-15.9,1.6,1.8,3.3
Cc1c(C(=O)C(=O)N2c3ccccc3CC2C)c2ccccc2n1C (stereo unspecified),-2.1,691,3.2%,i,13.6,-0.249,-0.237,-0.183,-0.761,-0.53,1290,.,5.9,983,i,10.9,16.8*,28.9*,45.7*
CCOC(=O)c1ccc(CSc2nnc(C)n2N)o1,-12.5,701,-8.6%,i,24.3,-0.376,-0.246,-0.0658,0.732,0.01,905,-1.4%,-1.1,1154,i,-7.1,1.2,1.9,6.3
CC(C)(C)Cc1nnc(NS(=O)(=O)Cc2ccccc2)s1,.,.,-2.1%,i,32.6,-0.808,-0.183,-0.534,0.217,1.07,1207,-2.5%,-5.7,899,i,-2.4,1.7,1.0,5.2
CC(C(=O)NCC1CCCO1)N1C(=O)C2C3CC(C(Br)C3Br)C2C1=O (stereo unspecified),8.1,703,-9.0%,i,31.5,-0.637,-0.217,0.307,-0.374,-0.26,1135,.,1.5,1247,.,.,.,.,.
Cc1ccc(N2CN=c3s/c(=C\c4ccccn4)c(=O)n3C2)cc1,.,.,1.7%,i,34.0,0.498,-0.172,0.352,0.463,-0.7,1247,-0.9%,-7.6,1001,i,-11.9,3.8,2.3,4.3
O=C(NCc1cccnc1)c1ccc(COc2ccccc2Cl)cc1,2.0,617,-5.9%,i,54.7,-1.06,-0.234,-0.549,0.676,-0.83,1171,-1.7%,-3.9,1075,i,4.6,3.0,1.2,1.5
c1ccc(-c2ccccc2OCCCN2CCCCCC2)cc1,26.8,663,-2.1%,i,59.0,-0.921,-0.241,-0.153,0.565,-2.05,1289,-2.8%,7.4,883,i,2.7,6.5,3.7,5.3
CN(C)S(=O)(=O)c1ccc(NC(=O)CSc2nnnn2C)cc1,-9.6,719,0.7%,i,20.6,-1.48,-0.732,-0.636,0.965,0.33,1097,.,-0.6,1320,.,.,.,.,.
Cn1cccc1Cc1nnc(SCC(N)=O)n1-c1ccc(F)cc1,-17.6,579,9.7%,i,42.8,-0.469,-0.284,0.0196,0.639,0.75,1491,.,-0.2,1138,.,.,3.6,2.9,6.0
C/C(=N\NC(=O)C1(C)CC1(Br)Br)c1cccc(NC(=O)C(C)(C)C)c1 (stereo unspecified),-4.5,626,-8.2%,i,40.9,-0.0121,-0.203,0.365,-0.568,0.06,1171,-0.3%,1.8,972,i,-2.2,0.9,1.9,8.2
NC(=O)C(=CNc1nc(-c2ccc(Cl)c(Cl)c2)cs1)C(N)=O,5.5,707,-6.1%,.,.,0.196,-0.276,-0.315,0.434,-0.51,1092,.,-0.9,1260,.,.,.,.,.
COc1ccc(C=NCC2OCCc3ccccc32)cc1OC (stereo unspecified),0.2,445,-3.0%,i,44.7,0.713,-0.191,0.0515,-1.41,.,.,-4.4%,-0.6,943,i,2.1,10.7,1.2,0.3
O=C(/C=C/c1ccccc1)N1CCN(c2ccc([N+](=O)[O-])c(N3CCOCC3)c2)CC1,.,.,-3.9%,i,42.1,2.79,-0.0624,1.7,-2.29,-0.07,1471,-0.2%,-1.8,1364,i,-9.1,1.5,1.4,2.0
C/C=C(\C)C(=O)NCCN1C2=NC[C@@H](C)N2C[C@H]1Cc1ccc(O)cc1,24.1,713,-0.5%,i,22.8,-0.996,-0.294,-0.362,0.422,0.41,1287,-1.9%,-3.5,1161,i,-13.4,5.6,1.4,8.7
O=C(O)c1cccc(NS(=O)(=O)/C=C/c2ccccc2)c1,-11.9,752,-11.2%,i,40.4,0.467,-0.243,0.433,1.22,-0.6,820,-1.1%,.,.,i,-5.0,2.9,1.6,4.8

# Single records, from the list above. Values in the order: Hep lipid drop | Hep lipid drop cells 6.5 µM | Salmonella PhoP GFP | T cell modulator | T cell modulator vesicle-bound % | Dynein transport | Dynein transport cytoplasmic EGFP | Dynein transport nuclear GR-EGFP | Dynein transport cell count | Ins promoter up | Ins promoter up cell count | ER stress rescue | b-catenin transl | b-catenin transl cell count 5 µM | Autophagy mod | Autophagy mod cell loss 18 h | MT stabilize HCS | MT stabilize HCS Hoechst-high % | MT stabilize HCS cytotoxicity %
# Cc1ccc(N/C=C2/Sc3ccccc3NC2=O)cc1 is entered as 10.5 | 643 | -8.3% | i | 54.5 | 0.0142 | 1.69 | 0.498 | -0.424 | -0.62 | 1484 | -0.3% | -2.3 | 1058 | i | -17.3 | 3.9 | 1.7 | 1.8
# Cc1ccc(N2CN=c3s/c(=C\c4ccccn4)c(=O)n3C2)cc1 is entered as . | . | 1.7% | i | 34.0 | 0.498 | -0.172 | 0.352 | 0.463 | -0.7 | 1247 | -0.9% | -7.6 | 1001 | i | -11.9 | 3.8 | 2.3 | 4.3

# Screening data as filed in PubChem.
